Bioassay records from PubChem.
TNAP inh no acc = TNAP (human) inhibition, acceptor-free conditions; P05186; purified TNAP, CDP-star luminescence, 30 min; inhibition, % at 20 µM; 200,000 tested, 0.26% active;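 active = tissue-nonspecific alkaline phosphatase inhibition above about 50% at 20 µM in the single-dose screen, limit read from the data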;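 also: 0% = DMSO negative control and 100% = EDTA positive control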
TNAP inh hiacc = inhibitors of human TNAP at high phosphate acceptor concentration. P05186. purified TNAP, CDP-star luminescence, 1 M DEA. inhibition, % at 20 µM. 200,000 tested, 0.03% active. AID 1135;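 active = over 50% inhibition of tissue-nonspecific alkaline phosphatase at 20 µM in the single-dose screen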;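 also: plate controls were DMSO wells for no effect and EDTA-quenched wells as full inhibition for full effect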
FLuc stim CS = affects firefly luciferase, flagging false hits in luciferase stimulation screens; P08659; ATPlite luciferase biochemical, luminescence, 10 min; 0 = ATP-free wells, 1 = DMSO control; activation factor at 10 µM; 200,000 tested, under 10 active;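 active = luciferase activation factor, scaled between plate controls, of at least 2 with compound at 10 µM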
Target sequence (P08659 whole entry, looked up): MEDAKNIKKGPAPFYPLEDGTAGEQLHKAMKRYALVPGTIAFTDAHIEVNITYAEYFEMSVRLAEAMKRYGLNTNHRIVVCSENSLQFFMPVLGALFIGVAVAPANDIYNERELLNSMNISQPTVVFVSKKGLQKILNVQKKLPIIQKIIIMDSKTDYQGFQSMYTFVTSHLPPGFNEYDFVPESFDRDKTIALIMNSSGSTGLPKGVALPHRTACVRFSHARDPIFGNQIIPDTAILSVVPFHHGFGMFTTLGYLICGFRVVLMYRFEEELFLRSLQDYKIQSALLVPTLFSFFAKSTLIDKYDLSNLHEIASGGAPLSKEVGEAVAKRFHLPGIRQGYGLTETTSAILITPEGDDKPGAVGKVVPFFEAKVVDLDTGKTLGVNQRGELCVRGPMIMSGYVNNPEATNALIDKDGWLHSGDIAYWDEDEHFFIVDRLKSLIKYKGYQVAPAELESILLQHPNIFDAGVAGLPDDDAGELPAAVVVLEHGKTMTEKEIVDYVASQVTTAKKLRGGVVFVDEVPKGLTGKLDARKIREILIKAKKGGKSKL
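Assay system: Luciferase/luciferin detection reagent, cell-free biochemical luciferase assay / Read-out: luciferase activation / Benchmarks: No-ATP low control, compound-free enzyme-plus-ATP high control / Medium: PBS buffer for ATP / Detection: luminescence measurement of luciferase light output / Schedule: 10 min at ambient temperature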
Diaphorase inh = inhibits diaphorase or chemically oxidizes, flagging diaphorase assay artifacts. diaphorase resazurin-to-resorufin fluorescence, NADH, 16 min; bacterial (C. kluyveri) enzyme, not human. inhibition, % at 20 µM. 190,000 tested, 0.69% active;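 active = primary screen inhibition at 20 µM above a set limit, cut at about 50% in these data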;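 also: plate controls were DMSO with full reaction for no effect and wells lacking NADH for full effect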
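controls = No-NADH positive control and DMSO neutral control | system = Clostridium kluyveri diaphorase enzyme | timing = reaction incubation of 16 min at room temperature | signal = resorufin fluorescence 544/590 nm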
PMI act = activators of human phosphomannose isomerase; P34949; purified human PMI, coupled resazurin fluorescence, 20 min; stronger effect = higher value; 1 = vehicle control, 0 substrate-free wells; activation factor at 20 µM; 190,000 tested, 0.005% active; AID 1214;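 active = activation factor of 2 or more at 20 µM, relative to plate controls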
Target sequence (P34949 whole entry, looked up): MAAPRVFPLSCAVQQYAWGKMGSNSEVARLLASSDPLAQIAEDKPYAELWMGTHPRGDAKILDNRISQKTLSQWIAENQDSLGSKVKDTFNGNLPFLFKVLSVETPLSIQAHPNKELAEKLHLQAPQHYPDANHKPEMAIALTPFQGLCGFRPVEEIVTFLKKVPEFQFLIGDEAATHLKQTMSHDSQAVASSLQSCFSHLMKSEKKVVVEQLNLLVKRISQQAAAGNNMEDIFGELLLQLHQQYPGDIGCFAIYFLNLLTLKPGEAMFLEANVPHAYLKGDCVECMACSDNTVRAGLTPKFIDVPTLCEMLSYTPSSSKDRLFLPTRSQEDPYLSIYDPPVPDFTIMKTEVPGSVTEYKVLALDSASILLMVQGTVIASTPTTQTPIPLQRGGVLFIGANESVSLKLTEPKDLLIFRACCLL
Efa HMGR inh = blocks class II HMG-CoA reductase of Enterococcus faecalis; AID 1066; inhibition, % at 10 µM; 190,000 tested, 0.41% active; purified E. faecalis HMGR, NADPH absorbance 340 nm kinetic;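 active = inhibition above a set limit, the median over all tested compounds plus 3 SD, cut at about 9.5% in these data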;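 also: enzyme runs in reverse so mevalonate oxidation gives rising NADPH absorbance; 0% = complete reaction with DMSO and 100% = background rate lacking mevalonate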
PMI act satM6P = increases human PMI activity with near-saturating mannose 6-phosphate. coupled PMI enzyme assay, resazurin fluorescence, 20 min; stronger effect = higher value; 1 = untreated enzyme, 0 = substrate-free blank. activation factor at 20 µM. 190,000 tested, 0.34% active. AID 1216;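 active = activation factor of 2 or more at 20 µM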
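Test system: human phosphomannose isomerase with PGI, G6PDH, diaphorase coupling enzymes; amount: 15 ng/mL PMI; incubation: enzyme reaction with compound 20 min at room temperature; technique: resorufin fluorescence (Ex 544/Em 590 nm) from resazurin via diaphorase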
TNAP act hi DEA = TNAP (human) activation, high acceptor; purified TNAP, CDP-star luminescence, 1 M DEA, 30 min; stronger effect = higher value; 0 = EDTA background, 1 = DMSO-only activity; P05186; activation factor at 20 µM; AID 1136; 200,000 tested, under 10 active;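 active = activation factor at least 2 at 20 µM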
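Assay system: human TNAP; Input: enzyme diluted 1/800 final; Reagent: CDP-star luminogenic substrate at 100 µM final; Timing: 30 min, room temperature; Signal: luminescence; Evaluation: TNAP activation factor scaled between EDTA and DMSO control wells.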
Diaphorase act = activates diaphorase or chemically reduces, flagging diaphorase assay artifacts | Diaphorase/resazurin coupled assay, resorufin fluorescence, 16 min; stronger effect = higher value; 1 = vehicle wells, 0 = NADH-free wells | activation factor at 20 µM | 190,000 tested, 0.005% active | AID 1229;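 active = diaphorase activity raised at least twofold by the compound at 20 µM; inactive = activation factor below 2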
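Material: Purified diaphorase enzyme from Clostridium kluyveri | Buffer or medium: 50 mM HEPES pH 7.4 with 4.542 mM MgCl2, 0.005% Tween 20 | Times: 16 min enzyme reaction, ambient temperature | Signal: Red resorufin fluorescence at 544/590 nm excitation/emission | Measure: Increased resorufin signal from activators or reducing compounds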
G6PDH CS = inhibits Leuconostoc G6PDH, flagging false hits in G6PDH-based assays. inhibition, % at 5 µM. 200,000 tested, 0.12% active. Purified L. mesenteroides G6PDH, diaphorase/resazurin coupled fluorescence, 45 min; in the data active = inhibition above about 50%
* marks the source's active call; other numbers are inactive results; . = not tested or not shown. Random draw from the library (roughly 1.7% active in at least one column).

Efa HMGR inh	TNAP act hi DEA	TNAP inh no acc	Diaphorase act	Diaphorase inh	PMI act	PMI act satM6P	TNAP inh hiacc	G6PDH CS	FLuc stim CS	smiles
1	1	-14	0.9	13	1	1	-5	-2	1	N#Cc1c(-c2ccco2)ccn(Cc2ccc(F)cc2)c1=O
-4	1	-9	1	3	1	1	0	3	1	CCOC(=O)CC1=Nc2ccccc2NC(=O)C1
17*	1	-4	1	0	0.9	1	1	2	1	COc1ccc(CC(=O)OCc2cc(=O)n3cc(Br)ccc3n2)cc1OC
-1	1	-12	0.9	12	0.7	1	-3	-11	1.1	CN(C(=O)c1sc2nc(N3CCOCC3)c3c(c2c1N)CCCC3)c1ccccc1
-6	1	-9	0.9	10	0.8	0.9	-3	-24	1	Cc1sc2ncnc(Nc3ccc(N4CCOCC4)cc3)c2c1-c1ccccc1
-7	1	-2	0.9	8	1.1	1	-2	13	1.1	C/C(CCN1CCCCc2nc(C)c(C)cc21)=N\O[C@@H](C)CN1CCCCc2nc(C)c(C)cc21
-2	1	-5	1	-1	1	0.9	-3	4	1	CC(C(=O)NCCCc1ccccc1)c1ccc([N+](=O)[O-])cc1 (configuration not stated)
-3	1	-17	0.9	6	1	1	1	-11	1.1	COc1cc(CN/C(C)=C(\C#N)C(N)=O)cc(OC)c1OC
-6	1.1	-14	0.9	10	0.9	1	-6	-2	0.8	CC(=O)c1cccc(NC(=O)N2CCc3ccccc3C2)c1
5	1	-26	0.8	20	0.8	0.9	-3	-4	1	COc1ccc(C)cc1NC(=O)C(Sc1nnc(Nc2ccccc2F)s1)c1ccccc1 (configuration not stated)
-1	1	-12	0.9	7	1	1	-4	-2	1.1	CCOc1ccc(NC(=S)NCC(c2cccnc2)N2CCOCC2)cc1 (configuration not stated)
-9	1.1	-12	1	-2	1.1	1	-5	3	1	c1cncc(CN=C2Nc3ccccc3CS2)c1
-7	1	-6	0.9	5	0.8	0.9	-1	-3	0.9	Fc1cccc(NCc2cn3ccccc3n2)c1
3	1	-15	0.8	24	0.9	0.9	-5	-5	1	COC(=O)c1cc(NC(=O)Nc2cc(OC)ccc2OC)cc(C(=O)OC)c1
0	1	-7	0.9	8	0.8	0.8	-1	26	1	CCOc1ccc(NC(=O)C(=O)NCCCn2ccnc2)cc1
2	1	6	0.9	11	1	0.9	1	7	0.9	CCC(=O)Nc1ccccc1C(=O)OCC(=O)c1ccccc1
-5	1	-2	0.9	13	0.8	0.9	1	8	0.9	CCC(=O)Nc1cccc(C(=O)/C=C/c2cccs2)c1
-1	1.1	-6	1.1	-6	1	1	-7	5	1	CC(C)NC(=O)c1cc(C(=O)c2cc(Cl)ccc2O)coc1=N
0	1.1	14	0.8	22	0.9	1.1	-9	-1	1.1	CCOC(=O)C1CCN(Cc2cn[nH]c2-c2ccccc2)CC1
-8	1	-2	0.8	16	0.9	0.9	0	-6	1	COc1ccc2c(c1)C(c1ccc([N+](=O)[O-])cc1)=NNC(c1ccco1)=N2
-6	1	0	1	4	0.9	1	2	1	1	COc1ccccc1C(=O)n1nc(-c2ccco2)nc1N
-3	1	-6	0.9	9	0.8	0.9	3	16	1	O=C(/C=C/c1ccccc1)NC(NC(=S)Nc1ccc(C(=O)O)cc1)C(Cl)(Cl)Cl (configuration not stated)
0	1	-7	0.8	16	0.9	0.9	-3	2	1	CCc1cc2c(=O)c(-c3nc4ccccc4n3C)c(C)oc2c(CN2CCN(C)CC2)c1O
-7	1	-9	0.8	15	0.9	0.9	-1	7	1	O=C(CN1CCN(c2ccccn2)CC1)Nc1cccc(S(=O)(=O)N2CCCC2)c1
2	1	-7	0.9	8	0.9	1	4	1	1.1	O=C(O)C1C(c2ccccc2)C(C(=O)Oc2ccc(O)cc2)C1c1ccccc1 (configuration not stated)
0	1	-8	0.9	7	1	1	1	5	1	Cc1ncn(C23CC4CC(CC(O)(C4)C2)C3)n1
-4	1	-2	1	1	1	1	-3	19	1.1	Cc1noc(C)c1Cc1ccc(O)cc1
-1	1	-5	1	4	1	0.9	2	-4	1	O=c1c2ccc([N+](=O)[O-])c3cccc(c32)c2nc3ccccc3n12
.	1	-10	0.7	26	0.8	0.8	-2	24	1	Cc1ccc(C(=O)Oc2ccc(Cl)c3cccnc23)cc1[N+](=O)[O-]
-3	1	-1	0.9	6	1	1	-5	2	1	CCOc1ccc2nc(SCC(=O)c3cccs3)sc2c1

Efa HMGR inh, entries above that show a hit.
Efa HMGR inh	TNAP act hi DEA	TNAP inh no acc	Diaphorase act	Diaphorase inh	PMI act	PMI act satM6P	TNAP inh hiacc	G6PDH CS	FLuc stim CS	smiles
17*	1	-4	1	0	0.9	1	1	2	1	COc1ccc(CC(=O)OCc2cc(=O)n3cc(Br)ccc3n2)cc1OC

Continuation.
Efa HMGR inh	TNAP act hi DEA	TNAP inh no acc	Diaphorase act	Diaphorase inh	PMI act	PMI act satM6P	TNAP inh hiacc	G6PDH CS	FLuc stim CS	smiles
-3	1	-6	0.9	6	1	1	1	1	1	COc1ccc(CC(=O)NNC(=O)c2ccoc2C)cc1OC
0	1	-2	1	2	0.9	1.1	-2	3	1	CC1=NC(C)(C)Cc2c(C)cccc21
-4	1	-8	0.8	17	1	1.1	0	5	0.9	COc1cccc(Nc2nc(-c3cccc(N4C(=O)c5ccccc5C4=O)c3)cs2)c1
-5	1.1	-12	0.8	24	0.9	1	-8	-2	1	CC(C)N(Cc1nc(-c2ccccc2)no1)C(=O)c1ccc(Cl)cc1
0	1	-10	0.9	7	1.1	1.1	-1	3	1.1	CN(C)CCCOC(=O)c1cc2ccccc2o1
-6	1.1	-3	0.9	7	1	1	-8	8	1.1	Cc1cc(CN(C)C(=O)CCc2nnc(Cc3cccc(C(F)(F)F)c3)o2)on1
-5	1.1	0	0.9	9	1.1	1.1	-5	2	1.1	CCN(CC)P(=O)(/C(Cl)=C\Nc1c(C)n(C)n(-c2ccccc2)c1=O)N(CC)CC
-6	1	-8	1	4	1	1	-2	1	1	CCOC(=O)C1CCN(S(=O)(=O)c2ccc(C(=O)OC)cc2)CC1
-1	1	-13	0.3	72*	0.9	1	-4	-23	1	COc1cc(C)ccc1N(CCCN1C(=O)c2cccc3cccc(c23)C1=O)C(=O)c1cccs1
-1	1	-7	1	-3	1.1	1.1	-3	5	1	Cc1ccccc1NC(=O)c1cc2c(C)nc3ccccc3c2o1
-2	1	0	1.1	-11	1.1	1.1	-4	15	1	CC(C)CCC(O)(CCC(C)C)C(=O)NN1CCCCC1
-5	1	1	1	1	1.1	1	2	-1	1	COCCCNC(=S)Nc1ccc(N2CCCCC2)cc1
-2	1.1	-16	0.8	22	0.9	1	-6	9	1.1	CC1(C)CCCC2=C1CC1C(=O)N(O)C(=O)C1C2 (configuration not stated)
1	1.1	-5	0.8	17	1	1	-7	-10	1.1	O=C1OCCC1Sc1nc2ccccc2n1Cc1ccccc1 (configuration not stated)
-2	1	1	0.9	12	0.9	0.9	5	7	1	CC1(C)CC(=O)C2=C(C1)OC(c1ccc(O)cc1)C(C#N)=C2N (configuration not stated)
-6	1	-8	1.1	-7	1	1	-5	2	1	Cc1cc(=O)n2ncnc2n1COCCO
-2	0.9	8	0.7	32	1.1	1.1	13	3	0.9	Cc1cc(/C=C2\SC(=S)NC2=O)c(C)n1C
0	1.1	-8	0.9	8	1	1	-6	-3	1.1	O=C(CSc1cn(CCNC(=O)c2cccs2)c2ccccc12)NCC1CCCO1 (configuration not stated)
-14	1.1	-4	0.9	8	1.1	1	-7	11	1.1	CCN(Cc1ccncc1)C(=O)c1cc(Br)cc(Br)c1O
-2	1	3	0.7	27	1	1	-5	8	1.1	CC1CCN(c2nc(-c3ccncc3)nc3ccccc23)CC1
-6	1	4	0.8	20	1.2	1.1	-3	6	1.1	C#CC(C)(CC)NC(=O)c1cc2nc(C3CC3)cc(C(F)(F)F)n2n1 (configuration not stated)
-2	1	-7	1	2	1.1	1.1	-2	-3	1	CC(C)CNC(=O)CC(=O)N/N=C/c1cccs1
6	1	-9	0.8	16	1	1	-3	3	1	Cn1c(SCc2nc3ccccc3s2)nnc1-c1cccs1
1	1	-4	0.9	8	1	1	3	-1	1	CCOC(=O)Cc1csc(NC(=O)COc2ccccc2OCC)n1
-1	1	-9	0.9	6	0.9	1	0	3	1	Cc1ccc(C(N)=O)cc1S(=O)(=O)Nc1cccc(C)c1C
-1	1	-11	0.9	8	1	1	-4	5	1	CS(=O)(=O)c1ccc(-c2nnn(CC(N)=O)n2)cc1
0	1	-5	1	5	1.1	1.4	2	-2	1	CCOC(=O)C1CCCN(C(=O)C2CCN(S(=O)(=O)c3cnc[nH]3)CC2)C1 (configuration not stated)
-8	1	-1	0.7	34	0.8	0.8	-2	-12	1.1	COc1cc(CNn2cn[nH]c2=S)cc(Cl)c1OCc1ccc(F)cc1
.	1.1	-15	1.1	-10	1.1	1	-6	0	1	Cn1nc(C(=O)N2CCOCC2)c2ccccc2c1=O
1	1	-10	1.1	-5	1	1.1	-2	10	1	CCOC(=O)[C@H]1NN=C(C(=O)OC)[C@@H]1c1ccccc1
-11	1	1	1	-1	1	1	-3	-7	1.1	CC(=O)N/C(=C\c1ccccc1)C(=O)OCC(=O)N1CCCCCC1
-5	1	-9	1	4	0.9	1	-4	5	1	COCCNC(=O)C(OC(=O)c1cccs1)c1ccccc1 (configuration not stated)
-6	1	-2	0.9	11	1	0.9	-1	6	1	CC1(NC(=O)C2CCCCC2)CCS(=O)(=O)C1 (configuration not stated)

Whole records as entered above:
Shown for CC(C)NC(=O)c1cc(C(=O)c2cc(Cl)ccc2O)coc1=N → Efa HMGR inh: -1; TNAP act hi DEA: 1.1; TNAP inh no acc: -6; Diaphorase act: 1.1; Diaphorase inh: -6; PMI act: 1; PMI act satM6P: 1; TNAP inh hiacc: -7; G6PDH CS: 5; FLuc stim CS: 1
Shown for CC(=O)c1cccc(NC(=O)N2CCc3ccccc3C2)c1 → Efa HMGR inh: -6; TNAP act hi DEA: 1.1; TNAP inh no acc: -14; Diaphorase act: 0.9; Diaphorase inh: 10; PMI act: 0.9; PMI act satM6P: 1; TNAP inh hiacc: -6; G6PDH CS: -2; FLuc stim CS: 0.8
